Pf Dd2 growth – inhibitors of Plasmodium falciparum Dd2 growth; P. falciparum Dd2 growth, SYBR Green, 72 h; Potency, µM (top dose mostly 28.9 µM), inactives show at the highest dose activity, negative = inhibition, hits mostly inhibitors; 120,000 compounds, 4.3% hits; AID 1347417; active = well fitted inhibition curve with a large enough effect; inconclusive = small, poorly fitted or top-dose-only effect; inactive = no such curve, though single readings can be large or run the other way;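 note: plate controls were DMSO vehicle for no effect and reference drug for full effect; nearly all actives have a fitted effect of over 65% in size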
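Infected erythrocytes (Dd2, 0.3% parasitemia, 2.5% hematocrit final) are added to compound in RPMI-1640/Albumax II medium, grown 72 h at 37C in low oxygen, then lysed with saponin/Triton-X containing SYBR Green and read by fluorescence.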
* = called active by the depositor; i = inactive; ? = inconclusive; [ ] = dose if it differs, or a comment. Potency is the fitted concentration of half-maximal effect. Only part of the results is shown; rates above refer to the full screens.

molecule,Pf Dd2 growth
Cc1ccc(Cl)cc1N1CCN(C(=O)Cn2ncc3c4ccccc4n(C)c3c2=O)CC1,26.4%
COCc1cc(=O)n(CC(=O)Nc2ccc(C)c(C)c2)c(N2CCOCC2)n1,i
Cc1ccc(NC(=O)N2CCC(N3CC4CC(C3)[C@H]3CCCC(=O)N3C4)CC2)cc1F (stereo partly specified),17.5%
O=C(c1cc2cc(F)ccc2[nH]1)N1CCC(CO)(CCCc2ccccc2)CC1,-12.7%
CN1CC(C(=O)N2CCCC(c3ccccc3)(c3ccccc3)C2)CC1=O (stereo unspecified),-9.2%
COCCN1Cc2ccc(NCC(C)C)nc2C(C)(C(=O)Nc2ccc(OC)cc2)C1 (stereo unspecified),?
CC(=O)NC1(C)CCN(Cc2ccccc2-c2ccc3c(ccn3C)c2)C1 (stereo unspecified),?
CN(c1ccccc1)S(=O)(=O)c1nnc(NC(=O)c2ccco2)s1,-1.6%
COCCN1C(=O)c2ccccc2C(C(=O)Nc2nc3ccccc3s2)C12CCCC2 (stereo unspecified),6.31µM*
Cc1ccccc1C(=O)Nc1ccc(C(=O)OCc2cc(=O)n3nc(C(C)C)sc3n2)cc1,15.4%
CCNC(=O)CN1CCC(=O)N(Cc2ccc(F)cc2)C(C(C)C)C1 (stereo unspecified),2.9%
CC[C@@]1(C(=O)O)C[C@H](C(=O)N(C)CCO)[C@H](c2ccc(F)cc2)N1C,1.8%
CCCn1c(C)cnc1CCNC(=O)CCC1CCCC1,2.51µM*
O=C(O)c1ccc(CN2C[C@@H]3OCC(=O)N(Cc4ccccc4)[C@@H]3C2)cc1,25.2%[44.1 µM]
O=C(Nc1ccc(F)cc1)N1C[C@@H]2OCC(=O)N(Cc3ccc(OC(F)(F)F)cc3)[C@@H]2C1,?
COc1ccc(Nc2ccc3ncn(-c4ccccc4)c(=O)c3n2)cn1,-15.7%[44.1 µM]
Cc1cc(C)cc(NC(=O)CCS(=O)(=O)c2ccc3c(c2)oc(=O)n3C)c1,i
COc1ncc(-c2cc(C(=O)NCc3cccnc3)c3c(c2)N(C)CCO3)cn1,i
Cc1cccc(S(=O)(=O)N2CCC3(C2)C(=O)N(C)c2ccccc23)c1 (stereo unspecified),?
O=C(NCc1cccnc1)c1nc(-c2cccc(C(F)(F)F)c2)c2ccccn12,7.94µM*
CC(C)c1ccc(CC(=O)N2CCCc3ncc(C(=O)NCCc4ccccn4)cc32)cc1,?
Cc1ncccc1OC1(C(=O)N2CCCC2c2nc(C(C)C)no2)CCNCC1 (stereo unspecified),-4.9%
COc1cccc(C(=O)N2CCC3(CC2)OCC(C(=O)N2CCCC2)N3C(=O)c2ccccc2C)c1 (stereo unspecified),i
Cc1ccc(Cn2cc(-c3ccncc3)cc2C(=O)N2CCN(C)CC2)cc1,6.31µM*
C[C@@H]1CN(C(=O)c2cccc(C#N)c2)C[C@]1(C)O,-3.5%
C=CCc1c(C)nc2nc(SCC(=O)Nc3ccc(OCC)cc3)nn2c1C,16.0%
CCc1nc2c(c(-c3ccc(Cl)cc3)n1)CN(C(=O)C1CCCC1)CC2,i
Cc1nn2c(c1-c1ccccc1[S+](C)(=O)[O-])N(Cc1ccccc1)CCC2,?
Cc1nc2cc(-c3cccc(F)c3)nn2c(C)c1CCC(=O)NC1CCCCC1,6.6%
COCC1CN(C2CCC2)CC12CCN(Cc1cccc(OC)c1OC)CC2 (stereo unspecified),?
COc1ccc(CN2Cc3[nH]nc(-c4cccc(NC(C)=O)c4)c3CC2=O)cc1,-18.5%[44.1 µM]
N#Cc1ccc(C(=O)N2CCOC[C@H](Oc3cnccn3)C2)cc1,26.8%[44.1 µM]
CC(C)c1nnnn1[C@H]1CO[C@H]2[C@@H]1OC[C@H]2OC(=O)Nc1cccc(C#N)c1,0.0%[44.1 µM]
O=C1NCc2ccccc2CC12CCN(Cc1ccccc1C(F)(F)F)C2 (stereo unspecified),?
CCC(=O)N1Cc2ccccc2CC2(CCN(Cc3ccccn3)CC2)C1,?
COc1ccc(NC(=O)c2cc3n(n2)CC(c2ccc(Br)cc2)OC3)cc1OC (stereo unspecified),?
COc1ccc(CNC(=O)Cn2c(=O)nc(-c3ccccc3F)c3cc(Cl)ccc32)cc1OC,56.3%[activator]
Cn1nnc2c(NCc3c(F)cccc3F)ncnc21,15.4%
CO[C@H]1C(=O)N(C2CCN(S(=O)(=O)c3c(C)noc3C)CC2)[C@H]1c1ccncc1,-18.1%
c1ccc(-c2cnc([C@@H]3COCCN3Cc3cccnc3)[nH]2)cc1,11.9%[44.1 µM]
Cc1cccc(CN2CCCC3(CCN(C(=O)c4ccc(=O)[nH]c4)C3)C2=O)c1 (stereo unspecified),-20.6%
Cc1ccc(NC(=O)c2sc3nc(-c4ccc(F)cc4)cn3c2C)c(C)c1,i
COCCc1noc(CC2CCOC3(CCN(C(=O)c4ccccn4)CC3)C2)n1 (stereo unspecified),24.7%
COc1ccc(CNC(=O)c2cc(Nc3ccccc3C)nc3ccccc23)cc1,9.2%
O=C(NCCN1CCCCC1)C1Cn2cccc2C(=O)N1Cc1cccnc1 (stereo unspecified),2.5%
O=C(NCc1ccccc1Cl)c1cc2ccccc2o1,44.3%[activator]
COc1cccc(-c2cc(-c3ccccc3)nc3c(C)noc23)c1,14.1µM*
Cc1ccc(-c2cc(C(=O)NCc3cnn(C)c3)c3cc(Br)ccc3n2)cc1,i
NC(=O)c1csc(S(=O)(=O)N2CCC(CO)(CN3CCCC3)CC2)c1,-27.6%
COC(=O)[C@H]1CCCN1C(=O)[C@@H]1C[C@H](NC(=O)NC(C)C)CN1C(=O)CSC,0.5%[44.1 µM]

(next part)
molecule,Pf Dd2 growth
O=C(NCc1cccc2ccccc12)C1(c2ccc(Cl)cc2)CCOCC1,-2.2%
COc1cc(-c2ncccc2C(=O)N2CCCC2)cc(OC)c1OC,-18.1%
CC(C)NC(=O)CCCN1C(=O)CCn2nc(-c3cccn3C)cc21,i
CCn1ccc2sc(C)c(C(=O)N3CCCCC3)c2c1=O,-23.6%
O=C(N1CCCC1)N1CCN(c2ccc(Cl)nn2)C(=O)C1,i
CCc1nnc(NC(=O)c2nc(S(=O)(=O)Cc3ccc(C)cc3)ncc2Cl)s1,126.3%[activator]
CCOc1ccc(S(=O)(=O)N(CC(=O)Nc2ccc(OC)c(Cl)c2)c2ccccc2)cc1,27.0%
CCOc1ccc(CC(=O)NC2CC(=O)N(c3ccc(C)c(C)c3)C2)cc1 (stereo unspecified),0.7%
O=C(c1ccco1)N1CC(Oc2cccc(-c3nc(-c4ccccc4)no3)c2)C1,?
COc1ccc(OC)c(NC(=O)c2c(NCc3ccc(OC)c(OC)c3)sc3c2CCC3)c1,7.94µM*
CC(C)NC(=O)c1cc(C(C)(C)C)nc2c1cnn2C,-13.1%[44.1 µM]
Cc1cc(C)c2c(c1)c(C)cc1nnc(SCc3ccccc3C#N)n12,-11.6%
CN(C)CC1(O)CCC2(CCN(C(=O)c3ccc4ccccc4n3)CC2)CC1,-0.2%
CCN1c2cc(C(=O)NCc3ccccc3OC)ccc2C(=O)N2CCCCC21 (stereo unspecified),?
COc1cc2c(cc1Oc1ccccc1)NC(=O)C21CCN(CC2CC2)CC1,-9.3%[44.1 µM]
CCn1cc(C(=O)NCCc2ccc(OC)c(OC)c2)c(=O)c2cc(S(=O)(=O)N3CCOCC3)ccc21,?
Cn1cnc(S(=O)(=O)N2CCCC(C(=O)Nc3cccc(C#N)c3)C2)c1 (stereo unspecified),i
O=C(CCC1N=C2c3ccccc3N=C(SCc3ccc(F)cc3)N2C1=O)N1CCN(c2ccccc2)CC1 (stereo unspecified),12.6µM*
Cc1nn(C)c2c1c(C(F)(F)F)cc(=O)n2C(C)C(=O)Nc1ccccc1F (stereo unspecified),-3.2%
c1ccc(CN2CCc3c(sc4ncnc(N5CCOCC5)c34)C2)cc1,7.94µM*
CCc1nncn1C1CCN(C(=O)c2cc(F)ccc2Cl)CC1,-32.6%
O=C1OC[C@@H]2CCN(S(=O)(=O)Cc3ccccc3)Cc3ccc(F)cc3N12,-18.8%[44.1 µM]
Cc1ccc(C)c(NC(=O)CCn2nc(C)c3c(C)n(-c4ccccc4)nc3c2=O)c1,?
Cc1nc(-c2ccccc2)sc1CCNC(=O)C(=O)Nc1ccc(F)c(Cl)c1,-20.0%
Cc1ccc(-c2cn3c(n2)N(S(C)(=O)=O)CCC3)cc1,?
CC(=O)c1ccc(N2C(=O)N(CC(=O)c3ccc(C)cc3)c3ccccc3S2(=O)=O)cc1,-21.5%
COc1ccc(Cl)cc1C(=O)Nc1c2c(nn1-c1ccc(Cl)cc1)CS(=O)(=O)C2,-1.2%
COc1ccc(-c2nc3ccccc3n3c(-c4cccc(C)c4)c4c(=O)n(C)c(=O)n(C)c4c23)cc1OC,11.2µM*
COc1cccc(OC)c1CN1C[C@@H](CO)[C@H](c2nc(C)no2)C1,?
CN1C(=O)[C@@H]2C[C@@H](O)CN2C2(CN(Cc3cccs3)C2)C1=O,24.7%[44.1 µM]
CN1CCCC(CN(C)C(=O)c2cc(-c3cnn(CCO)c3)nc3ccccc23)C1 (stereo unspecified),?
COCCOC1CCN(C(=O)Nc2ccccc2)CC1,59.9%[activator]
COc1ccccc1-c1nc2cnccn2c1NCCC(=O)Nc1ccc2c(c1)OCO2,i
O=C(Nc1ccc(Cl)nc1)c1ccc2ccnn2c1,?
COc1ccc(CC(=O)N2Cc3ccccc3CC23CCCN(C(=O)CCCN)C3)cc1 (stereo unspecified),14.1%
Cc1cc(NC(=O)c2cccnc2)cc(-c2nc3cc(Cl)ccc3o2)c1O,36.7%[activator]
CN1C[C@H](NCc2cccc(Cl)c2)CCC[C@@H](C(=O)N(C)Cc2cccnc2)CC1=O,12.1%
COCCC(=O)NCC(=O)N1CCCCCNC(=O)CC1c1ccccc1 (stereo unspecified),13.0%
Cn1ccc2c(C(=O)NCCC(N)=O)nc(-c3cccc(CO)c3)cc21,25.7%[44.1 µM]
O=C(Nc1nccs1)C1CC(=O)N(c2n[nH]c3ccccc23)C1 (stereo unspecified),-11.3%

Arranged by count of non-hydrogen atoms (smallest number first): part of the list above
molecule,Pf Dd2 growth
O=C(Nc1ccc(Cl)nc1)c1ccc2ccnn2c1,?
COCCOC1CCN(C(=O)Nc2ccccc2)CC1,59.9%[activator]
O=C(Nc1nccs1)C1CC(=O)N(c2n[nH]c3ccccc23)C1 (stereo unspecified),-11.3%
Cn1ccc2c(C(=O)NCCC(N)=O)nc(-c3cccc(CO)c3)cc21,25.7%[44.1 µM]
COCCC(=O)NCC(=O)N1CCCCCNC(=O)CC1c1ccccc1 (stereo unspecified),13.0%
COc1ccc(CC(=O)N2Cc3ccccc3CC23CCCN(C(=O)CCCN)C3)cc1 (stereo unspecified),14.1%

The list goes on:
molecule,Pf Dd2 growth
Cc1ccccc1CCNC(=O)c1ccc2c(c1)nc1n2CCC(C)C1 (stereo unspecified),-15.7%
CCOC(=O)c1cc(-c2ccccc2)n(CCC(=O)NC2CCCCC2)c1C,?
Cc1nc2c(-c3ccccc3)c(C)nn2c(C)c1CCC(=O)NCc1ccccc1,-0.5%
Cc1cccc(NC(=O)CS(=O)(=O)c2cccc3nsnc23)c1,31.3%[activator]
O=C(COc1ccccc1)NC1CCN(c2ccccc2)C1=O (stereo unspecified),28.7%
CC(C)NC(=O)C1(CCO)CCN(c2ncccn2)C1 (stereo unspecified),-5.1%
CCn1nccc1C(=O)N1CCC2(CC1)c1[nH]c3ccccc3c1CCN2C,i
CC[C@H]1CN(S(=O)(=O)c2ccc(OC)cc2)CC[C@H]1CC(=O)N1CCOCC1,?
CC(C)NC(=O)N1CCC2(CC1)CC(CC(=O)O)CCO2 (stereo unspecified),-3.6%
CCC(c1cccs1)N1C(=O)[C@H]2CN(S(=O)(=O)c3c(C)noc3C)C[C@H]2C1=O (stereo partly specified),i
CCN(Cc1noc(C2CCC2)n1)C(=O)CC1C(=O)NCCN1CC(C)C (stereo unspecified),-2.0%
COc1ccc(NC2CCCN(C(=O)c3cc(C(C)=O)n[nH]3)C2)cc1OC (stereo unspecified),26.9%
COC(=O)c1c(NC(=O)/C(C#N)=C/c2ccccc2)sc2c1C(C(=O)OC)CC2 (stereo unspecified),?
COCCc1noc([C@@H]2CC(F)(F)CN2C(=O)c2ccoc2)n1,0.8%
C=C[C@H]1CN2CC[C@H]1C[C@@H]2CNS(=O)(=O)c1ccc(NC(C)=O)cc1,-21.4%[44.1 µM]
COc1ccc(C(=O)n2nc(-c3ccco3)nc2NCc2cccs2)cc1,3.3%
Cn1nnnc1SCCCNCc1cccc(OCc2ccccc2Cl)c1,10µM*
Cn1c(CN2CCCN(S(=O)(=O)N3CCCC3)CC2)nnc1C1CC(N)C1 (stereo unspecified),-7.8%
Cc1ccc(/C=C/c2onc(C)c2S(=O)(=O)N2CCC(C(=O)NCc3ccc(OC(C)C)cc3)CC2)cc1,-22.8%
Cc1cc(C(=O)N2CCCC(c3nnc(Cn4ccnc4C)n3C)C2)no1 (stereo unspecified),-2.0%
COC[C@H]1C[C@@H](NC(=O)Nc2cccnc2)[C@H](O)[C@@H]1O,-6.6%[44.1 µM]
COCC1CN(C2CCC2)CC12CCN(C(=O)CCn1cc(C)cn1)CC2 (stereo unspecified),-14.9%

High-throughput results from PubChem BioAssay.
